ROS inducer – ROS inducers in U2OS cancer cells, primary screen, cell-based, H2DCF-DA fluorescence. U2OS ROS induction. AID 624156, 2012. ROS induction (% of piperlongumine), % at 10 µM. actives 2% (n = 46,000); in the data active = ROS induction above about 79%, passing the limit was not always enough; inconclusive = no clear call, values can overlap the other calls;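 note: 0% = DMSO vehicle median and 100% = reference compound median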
An asterisk follows results filed as active; ? = inconclusive. A portion of the library; rates above refer to the full screens.

smiles | ROS inducer
Cc1ccc(S(=O)(=O)N(CC(=O)O)c2ccc(Br)cc2)cc1 | -2
C[C@@H]1CN([C@H](C)CO)C(=O)Cc2cc(NC(=O)Nc3ccc(C(F)(F)F)cc3)ccc2O[C@@H]1CN(C)C(=O)Nc1ccc(F)cc1 | 27
C[C@H](CO)N1C[C@H](C)[C@H](CN(C)S(=O)(=O)c2cn(C)cn2)Oc2ncc(C#Cc3ccc(C(F)(F)F)cc3)cc2C1=O | 7
C[C@@H]1CN([C@H](C)CO)C(=O)c2cccc(NC(=O)C3CCOCC3)c2O[C@@H]1CN(C)Cc1ccc(Oc2ccccc2)cc1 | -3
Cc1cc(C(=O)Nc2cccc3c2O[C@@H](CN(C)Cc2ccc(C(=O)O)cc2)[C@@H](C)CN([C@@H](C)CO)C3=O)n(C)n1 | -6
CC1(C)CC(=O)C=C(Nc2ccccc2)C1 | -8
C[C@@H]1CN([C@@H](C)CO)C(=O)CCCn2cc(nn2)CO[C@@H]1CN(C)C(=O)c1ccc(N2CCN(C)CC2)cc1 | 20
Cc1noc(C)c1NC(=O)N(C)C[C@@H]1Oc2ccc(NC(=O)C3CCCCC3)cc2C(=O)N([C@@H](C)CO)C[C@@H]1C | -3
COc1cc(OC)c2c(c1O)OC(c1ccccc1)CC2=O (stereo unspecified) | -5
Cc1noc(C)c1S(=O)(=O)Nc1ccc2c(c1)CC(=O)N([C@H](C)CO)C[C@@H](C)[C@@H](CN(C)S(=O)(=O)c1cn(C)cn1)O2 | 7
COc1cc2c(cc1OC)CN(C(=O)[C@H]1[C@@H]3C(=O)O[C@@H](c4ccccc4)[C@@H](c4ccccc4)N3[C@@H](c3ccc(O)cc3)[C@]13C(=O)Nc1ccc(C#CC4=CCCCC4)cc13)CC2 | -2
C[C@@H]1CN([C@@H](C)CO)C(=O)c2cccc(N(C)C)c2O[C@H]1CN(C)Cc1ccccc1 | 5
C[C@H]1CN([C@@H](C)CO)C(=O)c2cccc(NC(=O)Nc3ccc(C(F)(F)F)cc3)c2O[C@@H]1CN(C)S(=O)(=O)c1ccc(Cl)cc1 | 1
C[C@H](CO)N1C[C@H](C)[C@@H](CN(C)Cc2ccc(C(F)(F)F)cc2)Oc2c(NC(=O)c3nc4ccccc4s3)cccc2C1=O | 17
C[C@@H]1CN([C@@H](C)CO)C(=O)c2cc(NC(=O)NC3CCCCC3)ccc2O[C@@H]1CN(C)Cc1ccc(C(=O)Nc2ccccc2N)cc1 | 3

10 consecutive records already listed, quoted:
smiles | ROS inducer
CC1(C)CC(=O)C=C(Nc2ccccc2)C1 | -8
C[C@@H]1CN([C@@H](C)CO)C(=O)CCCn2cc(nn2)CO[C@@H]1CN(C)C(=O)c1ccc(N2CCN(C)CC2)cc1 | 20
Cc1noc(C)c1NC(=O)N(C)C[C@@H]1Oc2ccc(NC(=O)C3CCCCC3)cc2C(=O)N([C@@H](C)CO)C[C@@H]1C | -3
COc1cc(OC)c2c(c1O)OC(c1ccccc1)CC2=O (stereo unspecified) | -5
Cc1noc(C)c1S(=O)(=O)Nc1ccc2c(c1)CC(=O)N([C@H](C)CO)C[C@@H](C)[C@@H](CN(C)S(=O)(=O)c1cn(C)cn1)O2 | 7
COc1cc2c(cc1OC)CN(C(=O)[C@H]1[C@@H]3C(=O)O[C@@H](c4ccccc4)[C@@H](c4ccccc4)N3[C@@H](c3ccc(O)cc3)[C@]13C(=O)Nc1ccc(C#CC4=CCCCC4)cc13)CC2 | -2
C[C@@H]1CN([C@@H](C)CO)C(=O)c2cccc(N(C)C)c2O[C@H]1CN(C)Cc1ccccc1 | 5
C[C@H]1CN([C@@H](C)CO)C(=O)c2cccc(NC(=O)Nc3ccc(C(F)(F)F)cc3)c2O[C@@H]1CN(C)S(=O)(=O)c1ccc(Cl)cc1 | 1
C[C@H](CO)N1C[C@H](C)[C@@H](CN(C)Cc2ccc(C(F)(F)F)cc2)Oc2c(NC(=O)c3nc4ccccc4s3)cccc2C1=O | 17
C[C@@H]1CN([C@@H](C)CO)C(=O)c2cc(NC(=O)NC3CCCCC3)ccc2O[C@@H]1CN(C)Cc1ccc(C(=O)Nc2ccccc2N)cc1 | 3

Additional entries:
smiles | ROS inducer
Cc1noc(C)c1NC(=O)Nc1ccc2c(c1)CC(=O)N([C@@H](C)CO)C[C@H](C)[C@@H](CN(C)Cc1ccc3c(c1)OCO3)O2 | -10
C[C@@H]1CN([C@H](C)CO)C(=O)CCCn2nncc2CO[C@H]1CN(C)Cc1ccc(C(=O)O)cc1 | -10
Cc1noc(C)c1NC(=O)Nc1ccc2c(c1)C(=O)N([C@@H](C)CO)C[C@@H](C)[C@H](CN(C)Cc1ccc(C(=O)Nc3ccccc3N)cc1)O2 | -3
Cc1cc(C)c(C#N)c(SCCS(=O)(=O)Cc2ccc(Cl)cc2)n1 | -6
Cc1noc(C)c1NC(=O)Nc1ccc2c(c1)C(=O)N([C@H](C)CO)C[C@@H](C)[C@@H](CN(C)C)O2 | -12
CC1(C)C(=O)[C@@H]2C[C@@]3(O)C4=CC(=O)O[C@@H](c5ccoc5)[C@]4(C)CCC3[C@@](C)(C2=O)[C@H]1CC(=O)O (stereo partly specified) | 2
Cc1cc(C)c2c(n1)nn1c(C)c(CCC(=O)NC(C)C)c(C)nc21 | -2
Cc1c(/C=C2\SC(c3ccccc3)=NC2=O)c(=O)n(-c2ccccc2)n1C | ?
COc1ccc(NC(=O)Nc2ccc3c(c2)C(=O)N([C@@H](C)CO)C[C@@H](C)[C@@H](CN(C)S(=O)(=O)c2cn(C)cn2)O3)cc1 | -6
C[C@@H]1CN([C@@H](C)CO)C(=O)c2cccc(NC(=O)Nc3ccc(C(F)(F)F)cc3)c2O[C@@H]1CN(C)Cc1ccc(-c2ccccc2)cc1 | 52
COc1ccc(S(=O)(=O)N(C)C[C@H]2Oc3ccc(NC(=O)CCCCCC(=O)Nc4ccccc4N)cc3C(=O)N([C@@H](C)CO)C[C@@H]2C)cc1 | -5
NC(=O)COc1ccc(/C=N/NC(=O)c2ccccc2O)cc1 | -7
O=C(NCc1ccccn1)c1cccnc1SCCS(=O)(=O)c1ccc(C(F)(F)F)cn1 | -9
C[C@@H]1CN([C@@H](C)CO)C(=O)c2cc(NC(=O)CCC(F)(F)F)ccc2O[C@H]1CN(C)S(=O)(=O)c1ccccc1 | 1
C[C@@H]1CN([C@H](C)CO)C(=O)c2cc(NC(=O)Nc3ccc(F)cc3)ccc2O[C@H]1CN(C)Cc1ccc(-c2ccccc2)cc1 | 37

The list continues.
smiles | ROS inducer
COCCCNC(=O)[C@@]1(Cc2ccccc2CN=[N+]=[N-])COC(c2ccc(OCCCO)cc2)=N1 | 13
COc1ccc2cc(C3CC(c4ccc(OC)c(OC)c4)=NN3C(=O)c3ccco3)c(Cl)nc2c1 (stereo unspecified) | 69
Clc1ccc(Nc2nnc3c4ccccc4c4ccccc4c3n2)cc1 | 14
C/C=C(\C)CC(/C=C(\C)C(O)C(C)/C=C(\C)C(O)C(C)/C=C/C(O)C/C=C/C(O)C(O)C(=O)O)C(=O)O (stereo unspecified) | -6
Cc1cccc(-n2c(N)cc(=O)nc2SCC(=O)Nc2ccccc2C#N)c1 | 4
O=C1Nc2ccccc2O/C1=C\c1ccccc1 | -12
C[C@H]1CN([C@@H](C)CO)C(=O)Cc2cc(NC(=O)CCC(F)(F)F)ccc2O[C@@H]1CN(C)S(=O)(=O)c1cn(C)cn1 | 4
C[C@@H]1CN([C@@H](C)CO)C(=O)c2cc(NC(=O)C3CC3)ccc2O[C@@H]1CN(C)Cc1ccc2c(c1)OCO2 | -4
C[C@@H]1CN([C@@H](C)CO)C(=O)c2cccc(NS(=O)(=O)c3cccs3)c2O[C@@H]1CN(C)Cc1ccc2c(c1)OCO2 | -11
Cc1cc(C)nc(SCc2nnc(SC/C=C/c3ccccc3)o2)n1 | 1
Cc1noc(C)c1S(=O)(=O)Nc1ccc2c(c1)CC(=O)N([C@H](C)CO)C[C@@H](C)[C@@H](CN(C)S(=O)(=O)c1cccs1)O2 | 1
C[C@@H]1CN([C@@H](C)CO)C(=O)c2cc(NC(=O)CCN3CCOCC3)ccc2O[C@H]1CN(C)S(=O)(=O)c1ccccc1 | -8
C[C@H](CO)N1C[C@H](C)[C@H](CN(C)C(=O)NC2CCCCC2)Oc2c(NC(=O)Nc3ccc(C(F)(F)F)cc3)cccc2C1=O | -3
COC(=O)C1=C(C)N(C)C(=O)NC1c1ccc(OC)c(Br)c1 (stereo unspecified) | -9
CC(Oc1ccc(Cl)cc1Cl)C(=O)Nc1ccc2oc(-c3ccncc3)nc2c1 (stereo unspecified) | 51

Continued:
smiles | ROS inducer
O=C(NCCCN1CCOCC1)NCc1cccc2ccccc12 | -8
C[C@@H]1CCCCO[C@@H](CN(C)C)[C@@H](C)CN([C@H](C)CO)C(=O)c2cc(NS(=O)(=O)c3cccs3)ccc2O1 | -5
C[C@@H]1CN([C@@H](C)CO)C(=O)Cc2cc(NS(C)(=O)=O)ccc2O[C@@H]1CN(C)C(=O)Nc1ccc(C(F)(F)F)cc1 | 13
C[C@@H]1CN([C@@H](C)CO)C(=O)c2cccc(NS(=O)(=O)c3ccc(Cl)cc3)c2O[C@@H]1CN(C)Cc1ccccc1 | 27
COc1ccc(S(=O)(=O)N(C)C[C@H]2Oc3ccc(NC(=O)CCN4CCOCC4)cc3C(=O)N([C@H](C)CO)C[C@@H]2C)cc1 | -14
CC(C)(C)c1ncc(S(=O)(=O)c2ccc(C(F)(F)F)cn2)c(N)n1 | -6
CC1(C(=O)Nc2ccccc2)Cc2ccccc2C(=O)O1 (stereo unspecified) | -8
COc1ccc(NC(=O)Nc2ccc3c(c2)C(=O)N([C@H](C)CO)C[C@H](C)[C@@H](CN(C)Cc2ccc(C(F)(F)F)cc2)OCCCC[C@@H](C)O3)cc1 | 63
Cc1noc(C)c1S(=O)(=O)Nc1ccc2c(c1)C(=O)N([C@H](C)CO)C[C@@H](C)[C@H](CN(C)CC1CC1)O2 | -2
CCc1nnc(NC(=O)Cc2coc3ccc(C)cc23)s1 | 7
COc1ccc(NC(=O)Nc2ccc3c(c2)C(=O)N([C@@H](C)CO)C[C@H](C)[C@@H](CN(C)C(=O)NC(C)C)O3)cc1 | -8
COc1ccc(NC(=O)Nc2ccc3c(c2)C(=O)N([C@H](C)CO)C[C@H](C)[C@H](CN(C)S(=O)(=O)c2ccc(C)cc2)O3)cc1 | 17
O=C(/C=C/c1ccccc1)C1C(=O)C(=O)N(c2ccccc2)C1c1ccccc1 (stereo unspecified) | 4
COc1cc(Cl)c(/C=N\NC(=O)CCCCC(=O)NO)c(Cl)c1OC | -7
COc1ccc(NC(=O)Nc2cccc3c2O[C@@H](CN(C)C)[C@H](C)CN([C@H](C)CO)C3=O)cc1 | 4

Next part
smiles | ROS inducer
C[C@H](CO)N1C[C@H](C)[C@@H](CN(C)C(=O)Nc2ccc(F)cc2)Oc2ccc(NS(=O)(=O)c3ccc(Cl)cc3)cc2C1=O | 20
C[C@H]1CN([C@@H](C)CO)C(=O)c2cc(NC(=O)Nc3ccccc3)ccc2O[C@@H]1CN(C)C(=O)Nc1ccccc1 | -13
COc1ccc(-n2nc(C(F)(F)F)cc2-c2cccs2)cc1 | 6
CC(C)(C)C1CCc2c(sc(NC(=O)CSc3nnc(-c4ccccc4)o3)c2C#N)C1 (stereo unspecified) | 26
C[C@@H]1CN([C@@H](C)CO)C(=O)CCCn2nncc2CO[C@H]1CN(C)C(=O)Nc1ccccc1C(F)(F)F | 0
C[C@@H]1CN([C@H](C)CO)C(=O)c2cc(NC(=O)c3ccncc3)ccc2O[C@H]1CN(C)Cc1ccccc1 | 57
O=C(O)CN1C(=O)CC(Cc2ccc(Cl)cc2)C1=O (stereo unspecified) | -5
COc1ccc(S(=O)(=O)Nc2ccc3c(c2)C(=O)N([C@@H](C)CO)C[C@@H](C)[C@@H](CN(C)Cc2ccc(Cl)c(Cl)c2)O3)cc1 | 52
COc1ccc(NC(=O)N(C)C[C@H]2Oc3ccc(NC(=O)CCCN(C)C)cc3C(=O)N([C@@H](C)CO)C[C@H]2C)cc1 | -2
COCN(C#N)c1nc(N(C)C)nc(N(C)C)n1 | -4
Cc1ccc(C(=O)c2cccs2)s1 | -4
COc1ccc(S(=O)(=O)N(C)C[C@H]2Oc3ccc(NC(=O)Cc4ccccc4)cc3CC(=O)N([C@H](C)CO)C[C@H]2C)cc1 | 7
COc1ccc(S(=O)(=O)Nc2ccc3c(c2)C(=O)N([C@H](C)CO)C[C@H](C)[C@@H](CN(C)S(=O)(=O)c2ccc(Cl)cc2)OCCCC[C@@H](C)O3)cc1 | 68
O=C(Cn1c(=O)oc2ccccc21)Nc1ccc(C(=O)O)cc1 | -1
C[C@H]1CN([C@@H](C)CO)C(=O)c2cccc(NC(=O)C3CCOCC3)c2O[C@@H]1CN(C)C(=O)Nc1ccc2c(c1)OCO2 | 2

Other structures follow.
smiles | ROS inducer
C=CCNC(=O)COc1ccc(Cl)cc1Cl | 20
O=C(CC1(O)C(=O)N(Cc2ccc(Cl)c(Cl)c2)c2ccccc21)c1ccc2c(c1)OCCO2 (stereo unspecified) | -22
C[C@@H]1CN([C@@H](C)CO)C(=O)c2cccc(NC(=O)C3CC3)c2O[C@@H]1CN(C)Cc1ccncc1 | -4
COc1ccc(S(=O)(=O)Nc2ccc3c(c2)CC(=O)N([C@H](C)CO)C[C@@H](C)[C@@H](CN(C)S(=O)(=O)c2ccc(C)cc2)O3)cc1 | 3
COC(=O)c1c(NC(=S)NCc2cc(C)n(C)n2)sc2c1CCCCCC2 | -5
CC(=O)CCC1C2C(O)C(C(C)C)C(OC(=O)/C=C/c3ccccc3)CC12C (stereo unspecified) | 17
Cc1ccc(S(=O)(=O)N(C)C[C@@H]2Oc3c(NC(=O)c4nc5ccccc5s4)cccc3C(=O)N([C@@H](C)CO)C[C@H]2C)cc1 | 12
C[C@@H]1CN([C@@H](C)CO)C(=O)c2cc(NC(=O)C3CCCCC3)ccc2O[C@H]1CN(C)Cc1ccc(Cl)c(Cl)c1 | 17
Cc1ccc(C2C(C(=O)c3cccs3)C(=O)C(=O)N2CCN(C)C)o1 (stereo unspecified) | -11
Cc1cccc(NC(=O)c2ccccc2OCC(=O)Nc2cccc([N+](=O)[O-])c2)c1C | 58
C[C@@H]1CN([C@H](C)CO)C(=O)Cc2cc(NC(=O)Nc3ccccc3)ccc2O[C@H]1CN(C)S(=O)(=O)c1ccc(Cl)cc1 | 22
